# IMPase cell inh: qHTS Assay for Identifying the Cell-Membrane Permeable IMPase Inhibitors. Inositol monophosphatase 1 (Rattus norvegicus), P97697. CHO-M1 cells, IP1 accumulation, HTRF TR-FRET ratio. inhibition (IP1 accumulation), % at 46.1 µM. 120,000 tested, under 10 active; active means well fitted curve in the direction sought with a large enough effect in the signal ratio, not every such curve was filed as active; inconclusive means small, poorly fitted or top-dose-only effect, or a change in a side signal; inactive means no such curve, though single readings can be large or run the other way; the % refers to the signal ratio;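 further: cells stimulated with carbachol in lithium chloride buffer; plate controls were DMSO basal wells for no effect and reference inhibitor wells for full effect; higher means more IMPase inhibition seen as more IP1 and lower FRET ratio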
# Target sequence (P97697 whole entry, looked up): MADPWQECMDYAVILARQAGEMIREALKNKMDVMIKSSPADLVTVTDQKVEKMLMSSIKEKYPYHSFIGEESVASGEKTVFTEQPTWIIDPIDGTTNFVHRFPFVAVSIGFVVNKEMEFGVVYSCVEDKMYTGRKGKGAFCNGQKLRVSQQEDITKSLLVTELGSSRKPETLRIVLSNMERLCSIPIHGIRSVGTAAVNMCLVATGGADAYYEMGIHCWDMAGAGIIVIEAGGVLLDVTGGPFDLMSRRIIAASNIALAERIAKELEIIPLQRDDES
#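 Seeded CHO-M1 cells were dosed with compound at up to 46 uM, stimulated with carbachol for 30 min, then lysed in IP-One detection reagents. Higher IP1 lowers the TR-FRET signal.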
# PNC assembly inh: High Content Assay for Compounds that inhibit the Assembly of the Perinucleolar Compartment | PC3M PTB-GFP, PNC prevalence imaging, 16 h; hits give low values | activity change (PNC), negative = inhibition, % at 10 µM | 140,000 compounds, 3.1% hits | AID 2417, 2010;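 active means readout at or below -70, meaning at least 70% loss of cells showing the perinucleolar compartment, a nuclear body marking cancer cells; inconclusive means readout between -30 and a set limit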;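 further: plate controls were DMSO wells for no effect and camptothecin positive control wells for full effect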
#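 Compounds are pinned in duplicate onto adhered PC3M cells stably expressing GFP-tagged PTB and incubated 16 h at 37 C. Cells are then fixed, nuclei stained with Hoechst, and PNC-positive cells counted.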
# 15-hLO-2 inh: qHTS Assay for Inhibitors of 15-hLO-2 (15-human lipoxygenase 2); 110,000 compounds, 0.56% hits; Potency, µM (titrated, usually from 57.1 µM), for inactives: at the top dose activity change, negative = inhibition, usual class: inhibitors; purified 15hLO-2, xylenol orange hydroperoxide absorbance; further: potency means the concentration at half of the fitted maximal effect; nearly all actives have a fitted effect of over 60% in size; many of its hits are not listed in these tables
#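 Screening format was qHTS against 50 nM purified 15hLO-2 in Hepes pH 7.5 with detergent. Activity follows hydroperoxide formation from 45 uM arachidonic acid, measured as 573:405 nm absorbance ratio of the ferric-xylenol orange complex.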
# ALOX12 inhib: qHTS Assay for Inhibitors of 12-hLO (12-human lipoxygenase); Polyunsaturated fatty acid lipoxygenase ALOX12 (Homo sapiens), P18054; purified 12-hLO, xylenol orange hydroperoxide absorbance; Potency, µM (series often up to 57.1 µM), without a hit: at the top dose activity change, negative = inhibition, actives largely listed as inhibitors; 150,000 compounds, 0.12% hits; further: potency means the concentration at half of the fitted maximal effect; nearly all actives have a fitted effect of over 55% in size; many of its hits are not listed in these tables
# Target sequence (P18054 whole entry, looked up): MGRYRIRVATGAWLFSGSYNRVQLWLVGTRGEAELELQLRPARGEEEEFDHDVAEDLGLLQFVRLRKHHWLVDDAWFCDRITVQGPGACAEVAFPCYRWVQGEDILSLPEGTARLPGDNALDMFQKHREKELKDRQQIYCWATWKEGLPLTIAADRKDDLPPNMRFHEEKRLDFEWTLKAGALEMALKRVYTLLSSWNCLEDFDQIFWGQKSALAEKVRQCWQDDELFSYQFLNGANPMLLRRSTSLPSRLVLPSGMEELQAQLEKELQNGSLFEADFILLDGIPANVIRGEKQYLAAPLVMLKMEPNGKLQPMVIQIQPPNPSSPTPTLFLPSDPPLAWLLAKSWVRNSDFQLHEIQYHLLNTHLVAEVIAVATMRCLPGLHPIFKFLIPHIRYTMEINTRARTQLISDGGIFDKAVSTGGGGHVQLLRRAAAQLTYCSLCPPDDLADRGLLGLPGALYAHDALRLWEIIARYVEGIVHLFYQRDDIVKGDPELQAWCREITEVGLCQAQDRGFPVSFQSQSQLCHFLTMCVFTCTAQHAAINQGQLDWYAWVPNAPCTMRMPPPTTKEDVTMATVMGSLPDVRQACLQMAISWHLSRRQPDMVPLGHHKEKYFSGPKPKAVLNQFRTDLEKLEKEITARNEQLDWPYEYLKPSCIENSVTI
#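 Hydroperoxide formation by human 12-lipoxygenase from 40 uM arachidonic acid was followed colorimetrically via ferric-xylenol orange complex, using the 573/405 nm absorbance ratio. Enzyme concentration was 150 nM, with 30 min reaction at room temperature.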
# Active calls of the source: *; ? = inconclusive; nt = not tested or not shown; & = joins results of further samples; [ ] = another dose, or the depositor's remark. Unless noted, the call rests on the fitted dose curve; in most records, active means well fitted curve in the direction sought with a large enough effect; inconclusive means small, poorly fitted or top-dose-only effect, or another doubt; inactive means no such curve, though single readings can be large; an effect the other way counts as inactive or inconclusive. Unless noted, on the % scale 0 is the no-effect control and ±100 the full control effect. Only part of the results is shown; the hit share may differ from the screen's.
# Every second line gives: IMPase cell inh | PNC assembly inh | 15-hLO-2 inh | ALOX12 inhib
O=P(NS(=O)(=O)c1ccc(Cl)cc1)(Oc1ccccc1)Oc1ccccc1
    -7 | -100* | nt | 0%
CC1(C)N(O)C2CCCCC2N1O (configuration not stated)
    -15 | -7 | -14% | -1%
COc1ccccc1CCNC1CCC(C)CC1 (configuration not stated)
    nt | ? | nt | -2%
c1ccc(CCNCc2ccccc2)cc1
    -7 | 24 | nt | -2%
CCN(CC)CCOC(=O)c1ccc(N=Cc2c(O)[nH]c(=O)[nH]c2=O)cc1
    -10 | -11 | -11% | -3%
[O-][n+]1onc2c1CCC1N(O)CCC21O (configuration not stated)
    11 | 24 | -26% | -3%
C[C@@]12CC(=O)[C@H]3[C@@H](CCC4=CC(=O)CC[C@]43C)[C@H]1CCC2=O
    4[20.6 µM] | nt | 0%[25.6 µM] | -2%[25.6 µM]
CCCOc1ccccc1C1SCC(=O)Nc2c1c(=O)[nH]n2C(C)CCC (configuration not stated)
    8 | ? | 13% | -12%
C=C[C@@H]1C[C@@]1(C)[C@@H](NP(=O)(c1ccccc1)c1ccccc1)c1ccccc1
    nt | -3 | 0% | -3%&-1%
Cc1ccccc1N1C(=O)NC(=O)/C(=C\c2cnn(-c3ccccc3)c2)C1=O
    nt | -13 | nt | -9%
CCCN(CCC)[C@@H]1CCc2cccc(O)c2C1
    14&16&3&13 | nt | 14%&13%&-2%&6% | 0%&1%&-6%&-2%
O=C(O)/C=C\c1ccc[c]([Sb](=[O])([OH])[OH])c1
    nt | nt | 38%[activator][11.4 µM] | -4%[11.4 µM]
C=C[C@H]1CN2CC[C@H]1C[C@H]2c1[nH]c2ccccc2c1CCO
    7 | nt | 1% | 1%
C=CCn1c(O)c(C(C)=Nc2ccc(NC(C)=O)cc2)c(=O)[nH]c1=O
    -5 | ? | 3% | 3%
ClCC1CO1 (configuration not stated)
    nt | nt | -2% | -2%
COc1cc2c(cc1OC)-c1c(OC)c(OC)cc3c1C(C2)N(C)CC3 (configuration not stated)
    16 | 1 | 13% | 0%
O=C(Cc1ccccc1)OCCN1CCCCC1
    5 | 21 | -4% | -6%
CC1(c2ccccc2)NCCN2C(=O)CSC21 (configuration not stated)
    0 | -11 | 2% | -2%
CC(=NCCO)c1c(O)n(C2CCCCC2)c(=O)[nH]c1=O
    1 | 7 | 5% | -1%
CN1CCN(c2ccc(S(=O)(=O)C(F)(F)F)cc2[N+](=O)[O-])CC1
    -3 | -98* | nt | -7%
Fc1ccc(C(OCCN2CCCC2)c2ccc(F)cc2)cc1
    nt | -21 | nt | -1%
O=C(CNC(=O)c1ccccc1)Nc1ccc(Br)cc1C(=O)c1ccccc1
    9 | -30 | 3% | 1%
CC(=O)OC1N=C(c2ccccc2)c2cc(Br)ccc2N(C)C1=O (configuration not stated)
    1 | 32 | -6% | 4%
O=C(CCl)c1ccc(Cl)cc1Cl
    nt | nt | -19% | -5%
O=c1c(/C=N/N2CCOCC2)c(O)n(-c2ccccc2)c(=S)n1-c1ccccc1
    -15 | 45 | nt | 2%
NP(=O)(OCC(F)(F)F)Oc1ccc(Cl)cc1 (configuration not stated)
    nt | 19 | nt | -2%
O=C1NC(=O)N(c2ccc3c(c2)OCO3)C(=O)/C1=C/c1ccc(N2CCCC2)o1
    nt | 1 | nt | -5%
O=c1c(C=NCc2cccs2)c(O)n(C2CCCCC2)c(=O)n1C1CCCCC1
    5 | -16 | 16% | 2%
C=CP(=O)(O)c1ccccc1
    6 | 42 | 3% | -1%
CCN1CCN(c2ncnc3ccc(Br)cc23)CC1
    7 | ? | 6% | 0%
CCCCCCN=C(C)c1c(O)n(Cc2ccccc2)c(=O)[nH]c1=O
    -2 | -111* | -12% | -4%
CCCCOC(=O)C1=C(N)OC2=C(C(=O)CCC2)[C@]12C(=O)N(C)c1ccccc12
    5 | 0 | -22% | 0%
CNCCc1ccc(O)c(O)c1
    ? | nt | -20% | -11%
Cc1cc(OCc2nn[nH]n2)c2c3c(c(=O)oc2c1)CCCC3
    1 | -18 | -7% | -2%
Cc1nonc1-c1nc(-c2nonc2N)n[nH]1
    2 | -26 | 0% | 3%
NC[C@H](CS(=O)(=O)O)c1ccc(Cl)cc1
    ? | nt | 19% | -3%
O=c1c(C=Nc2cccnc2Cl)c(O)n(CCCCl)c(=O)n1C1CCCCC1
    -9 | 20 | nt | -2%
NC(=O)C1(N2CCCCC2)CCN(Cc2ccccc2)CC1
    -3 | 8 | 7% | 7%
C[C@]12CCC(=O)C=C1CC[C@@H]1[C@@H]2CC[C@]2(C)C(=O)CC[C@@H]12
    8 | -29 | -12%&-5% | 1%&-1%&-4%
COc1cc2c(cc1OC)[C@@H]1C(=O)c3ccc4oc(C(C)C)cc4c3OC1CO2 (some centres not stated)
    nt | nt | -26% | -22%
N=c1sc2c(n1Cc1ccccc1)CCCC2
    9 | -24 | -6% | 4%
CC(=NCCO)c1c(O)n(C)c(=O)n(C)c1=O
    -3 | 17 | -3% | -2%
O=C1CN=C(c2ccccc2)c2oc3ccc(Br)cc3c2N1
    5 | ? | -10% | ?
Cc1cccc(NC(N)=S)c1
    2 | 34 | -8% | -4%
C[C@]12N[C@@H](Cc3ccccc31)c1ccccc12
    -1 | nt | 24% | -1%
CC(=O)N1N=C2C3CCN(CC3)C2C1c1cccc2ccccc12 (configuration not stated)
    nt | -11 | nt | 2%
CC1(C)C2([N+](=O)[O-])CNCC1([N+](=O)[O-])CNC2
    6 | 59 | nt | 0%
O=P(C(c1ccc2c(c1)OCO2)N1CCOCC1)(N1CCOCC1)N1CCOCC1 (configuration not stated)
    0 | 32 | nt | 3%
Clc1ccc2c(c1)C(c1ccccc1Cl)=NCc1nncn1-2
    11 | 8 | nt | 0%
CCOC(=O)C1CCN(C(C)C(=O)c2c(C)[nH]c3cc(C)ccc23)CC1 (configuration not stated)
    24 | 24 | 23% | 0%
C[C@@]12CCC(=O)C[C@@H]1CC[C@@H]1[C@@H]2CC[C@]2(C)C(=O)CC[C@@H]12
    nt | nt | 2% | -3%
Cc1cccc(-n2c(/C=C/c3ccc([N+](=O)[O-])o3)nc3ccccc3c2=O)c1
    nt | ? | nt | -19%
CC(C)NC(=O)Cn1cc(C(=O)c2ccccc2F)c2ccccc21
    -3 | 33 | -3% | 3%
COc1cc2c(cc1OC)-c1c3c(cc4c1[C@@H](C2)N(C)CC4)OCO3
    nt | 44 | nt | -11%
COc1ccccc1N1CCN(Cc2cccc(OC)c2O)CC1
    -12 | -4 | 32%[activator] | -2%
CN(C)C1C(=O)C(C(N)=O)C(=O)C2(O)C(=O)C3C(=O)c4c(O)cccc4C(C)(O)C3C(O)C12 (configuration not stated)
    nt | nt | 37%[activator][0.0915 µM] | 9%[0.00818 µM]
C=CCn1c(O)c(C(C)=NCCCN2CCOCC2)c(=O)[nH]c1=O
    -2 | 16 | 2% | -4%
O=C(CCC(=O)N1CCC2(CC1)OCCO2)Nc1nnc(C(F)(F)F)s1
    -10 | 27 | -3% | 2%
CC1(C)C(C(=O)NCc2ccco2)C1(C)C
    9 | 7 | 5% | 2%
C=C(Cl)CCl
    nt | nt | -4% | -3%

# (more compounds)
# Every second line gives: IMPase cell inh | PNC assembly inh | 15-hLO-2 inh | ALOX12 inhib
CC(=O)OCC(N)C(=O)c1ccccc1 (configuration not stated)
    nt | nt | -7%[0.0915 µM] | 1%[0.00818 µM]
C=CCN1CC[C@@]23c4c5ccc(O)c4O[C@H]2/C(=N\N=C2/CC[C@@]4(O)[C@H]6Cc7ccc(O)c8c7[C@@]4(CCN6CC=C)[C@@H]2O8)CC[C@]3(O)[C@@H]1C5
    0&-5 | nt | 28%&37% | -6%&-7%
C[C@@H]1O[C@H]1P(=O)(O)O
    3 | nt | 10% | ?
C[C@H](N)Cc1c[nH]c2ccc(OCc3cccs3)cc12
    0&6 | nt | 4%&38% | -5%&-9%
CC(=NCC1CCCO1)c1c(O)n(-c2ccc(C)cc2)c(=O)[nH]c1=O (configuration not stated)
    6 | -14 | 1% | -3%
CCC(=Nc1cc(OC)ccc1OC)c1c(O)[nH]c(=O)[nH]c1=O
    8 | 48 | -5% | 0%
C=CCn1c(O)c(C(C)=NCc2cccnc2)c(=O)[nH]c1=O
    1 | ? | -4% | -4%
CCCCOc1ccc(CCN)cc1Cl
    nt | 47 | nt | -2%
COP(=O)(OC)C(NC(=O)C(C)(C)C)=C(Cl)Cl
    4 | 22 | -3% | 9%
COc1cc2c(cc1OC)[C@@H]1C(=O)c3ccc(OC)c(CC=C(C)C)c3OC1CO2 (some centres not stated)
    nt | nt | 22% | -12%
CC1(C)Cc2c(sc3c2C(=O)NC(c2cccnc2)N3)CO1 (configuration not stated)
    -22 | -101* | 2%[2.29 µM] | -3%
COP(=S)(OC)SCN1C(=O)c2ccccc2C1=O
    -8 | -24 | 3% | -27%
COc1ccc(OCC(=O)N2CCN(CC3CC4C=CC3C4)CC2)cc1 (configuration not stated)
    7 | 40 | 12% | -8%
O=c1[nH]c(=O)n(C2CCCCCC2)c(O)c1C=NC1CCN(Cc2ccccc2)CC1
    -1 | ? | 24% | 0%
COc1ccc2nc(NC(=O)CCc3nc(C4=CCN(C)CC4)no3)sc2c1
    -2 | 2 | 2% | -5%
O=C(O)c1ccccc1Nc1cccc(C(F)(F)F)c1
    -5[20.6 µM] | 16 | ? | -12%
Cc1ccccc1N1C(=O)NC(=O)/C(=C\c2ccc3c(c2)CCCN3Cc2ccccc2)C1=O
    nt | 7 | nt | -16%
CCn1c(O)c(C=Nc2cc(Cl)ccc2Cl)c(=O)n(CC)c1=O
    nt | ? | nt | -3%
Nc1ccc(Oc2ccc(N)cc2)cc1
    nt | nt | -3% | -1%
CN1CCN(c2ccc(NC(=O)C(C)(C)C)cc2)CC1
    3 | -12 | 0% | -10%
CN(C)CCCc1c[nH]c2ccccc12
    nt | nt | -3%[11.4 µM] | 1%[11.4 µM]
Cc1ccc(CN2CCN(CC(=O)N3CCC4(CC3)OCCO4)C2=O)cc1
    5 | -1 | 2% | 3%
O=c1cccc2n1CC1CC2CN(Cc2c(F)cccc2Cl)C1 (configuration not stated)
    0 | 20 | -12% | -20%
CCCCP(=O)(O)CCC(=O)O
    2 | -9 | -3% | 6%
CC12CC(c3ccccc3O1)C(C(=O)OCc1ccccc1)C(=O)N2 (configuration not stated)
    15 | -119* | nt | -1%
C[C@H](CN(C)C)C(C#N)(c1ccccc1)c1ccccc1
    nt | nt | 4%[11.4 µM] | 3%[11.4 µM]
O=C(Nc1cccc(Cl)c1)c1c(O)c2c(n(Cc3ccco3)c1=O)CCCC2
    7 | 7 | 1% | -25%
O=C(COc1ccccc1)N1CCN(C2CCCC2)CC1
    3 | -26 | -15% | -4%
O=C(c1ccccc1)c1cn(CC(=O)N2CCCC2)c2ccccc12
    -2 | -1 | -1% | 6%
COC(=O)C1=C(N)Oc2c(c(=O)oc3ccccc23)C1c1cccnc1 (configuration not stated)
    4 | -13 | -5% | 4%
Cc1ccc(N2C(=O)NC(=O)/C(=C/c3ccc(OC(=O)c4cccs4)cc3)C2=O)cc1
    -3 | 57 | -11% | -8%
CCC(=NCCCN(CC)CC)c1c(O)n(C2CCCCC2)c(=O)[nH]c1=O
    16[9.22 µM] | -11 | 12% | -1%
CCCCCCN=C(C)c1c(O)n(CCCC)c(=O)[nH]c1=O
    8 | -16 | -9% | 0%

# By substructure, those above containing a COOH group (3)
# Every second line gives: IMPase cell inh | PNC assembly inh | 15-hLO-2 inh | ALOX12 inhib
O=C(O)/C=C\c1ccc[c]([Sb](=[O])([OH])[OH])c1
    nt | nt | 38%[activator][11.4 µM] | -4%[11.4 µM]
O=C(O)c1ccccc1Nc1cccc(C(F)(F)F)c1
    -5[20.6 µM] | 16 | ? | -12%
CCCCP(=O)(O)CCC(=O)O
    2 | -9 | -3% | 6%

# Source: PubChem (National Center for Advancing Translational Sciences (NCATS))
